DT40 TDP1 no CPT – qHTS for Inhibitors of human tyrosyl-DNA phosphodiesterase 1 (TDP1): qHTS in cells in absence of CPT. DT40 Tdp1-/- hTDP1 cells, no CPT, ATP luminescence, 48 h. Potency, µM (doses to about 46.2 µM), for inactives: at the highest dose activity change, negative = growth inhibition, actives largely listed as inhibitors. 420,000 tested, 15% active; further: nearly all actives have a fitted effect of over 55% in size
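Camptothecin absent (DMSO only). Human TDP1-complemented DT40 knockout cells, 400 cells/well, 37 °C for minimum 48 hr; ATP measured via CellTiter-Glo, 30 min dark incubation, luminescence.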
DT40 TDP1 CPT – DT40-hTDP1 cell growth loss with CPT; chicken DT40 Tdp1-/-;hTDP1 cells + 20 nM CPT, ATP luminescence, 48 h; Potency, µM (doses to about 46.2 µM), for the others: at the highest dose activity change, negative = growth inhibition, actives largely listed as inhibitors; 420,000 tested, 12% active; AID 686979; further: nearly all actives have a fitted effect of over 55% in size
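Chicken DT40 Tdp1-/- cells complemented with human TDP1, 400 cells/well, exposed to compounds plus 20 nM camptothecin for at least 48 h at 37 C; viability read as ATP content by CellTiter-Glo luminescence.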
GCN5L2 inh – inhibitors of human GCN5L2 histone acetyltransferase | Q92830 | GCN5L2 HAT assay, ThioGlo1 CoA-SH fluorescence | Potency, µM (titrated, usually from 58.9 µM), without a hit: top-dose activity change, negative = inhibition, usual class: inhibitors | 390,000 tested, 0.21% active | AID 504327
Target sequence (Q92830 whole entry, looked up): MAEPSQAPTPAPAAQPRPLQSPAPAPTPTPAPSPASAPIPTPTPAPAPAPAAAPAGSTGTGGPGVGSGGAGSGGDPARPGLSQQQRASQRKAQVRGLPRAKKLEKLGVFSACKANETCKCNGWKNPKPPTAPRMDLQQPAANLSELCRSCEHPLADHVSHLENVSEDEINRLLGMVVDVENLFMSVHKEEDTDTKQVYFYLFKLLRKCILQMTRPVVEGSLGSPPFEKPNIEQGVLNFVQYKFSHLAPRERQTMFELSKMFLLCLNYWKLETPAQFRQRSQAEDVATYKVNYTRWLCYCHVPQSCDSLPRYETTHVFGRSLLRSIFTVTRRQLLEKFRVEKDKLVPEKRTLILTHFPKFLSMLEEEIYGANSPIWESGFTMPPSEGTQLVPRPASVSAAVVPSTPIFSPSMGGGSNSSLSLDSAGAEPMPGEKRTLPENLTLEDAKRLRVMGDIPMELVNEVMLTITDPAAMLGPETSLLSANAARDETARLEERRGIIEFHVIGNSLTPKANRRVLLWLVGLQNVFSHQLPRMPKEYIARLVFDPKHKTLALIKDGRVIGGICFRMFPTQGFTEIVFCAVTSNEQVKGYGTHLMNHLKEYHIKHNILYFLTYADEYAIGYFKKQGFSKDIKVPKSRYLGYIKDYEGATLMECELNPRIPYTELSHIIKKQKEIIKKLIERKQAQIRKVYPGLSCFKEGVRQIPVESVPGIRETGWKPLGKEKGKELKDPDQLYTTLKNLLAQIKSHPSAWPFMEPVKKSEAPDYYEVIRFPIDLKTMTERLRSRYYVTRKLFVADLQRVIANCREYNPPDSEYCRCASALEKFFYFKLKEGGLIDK
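Enzyme at 20nM final was mixed with library compounds for 15 min at room temperature. Peptide H3(1-25) at 75uM, acetyl-CoA at 70uM and ThioGlo1 at 50uM were then added. Plates were read immediately and after 20 min (Ex340nm/Em540nm).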
An asterisk follows results filed as active; ? = inconclusive; . = no result given; & = joins results of further samples; [ ] = dose if it differs, or a comment. The call rests on the fitted dose curve; in most records, active means well fitted curve in the direction sought with a large enough effect; inconclusive means small, poorly fitted or top-dose-only effect, or another doubt; inactive means no such curve, though single readings can be large; an effect the other way counts as inactive or inconclusive. On the % scale 0 is the no-effect control and ±100 the full control effect; potency means the concentration at half of the fitted maximal effect.

SMILES | DT40 TDP1 no CPT | DT40 TDP1 CPT | GCN5L2 inh
CCOC(=O)C1CCCCN1C(=O)CCc1c(C)nc2cc(-c3ccccc3)nn2c1C (stereo not given) | 4.1µM* | 3.7µM* | -11%
O=C(COC(=O)/C=C/c1ccccc1)Nc1ccc(Cl)cn1 | -10% | -6% | -4%
CCCC(=O)NC1CCCc2c1cnn2-c1ccc(C)c(C)c1 (stereo not given) | ? | -14% | -6%
CCN(C(=O)CSc1ncn[nH]1)c1c(N)n(Cc2ccccc2)c(=O)[nH]c1=O | 15% | -2% | 4%
NC(Cc1ccc(Cl)cc1)c1csc(Nc2ccc(C(=O)NCCCO)cn2)n1 (stereo not given) | ? | ? | .
Cc1ccc(S(=O)(=O)N2CCN(C(=O)COc3ccc(NC(=O)c4ccco4)cc3)CC2)cc1 | ? | ? | -5%
CCOc1ccc(N2CC(C(=O)Nc3ccc(N4CCOCC4)cc3)CC2=O)cc1 (stereo not given) | -7% | -17% | -6%
CC(=O)c1ccc(NC(=O)c2onc(C)c2Cl)cc1 | 12% | 7% | -2%
CCOC(=O)c1nc(-c2ccccc2)oc1N(C)C | ? | ? | -9%
CCN(CC)CCC#CC(O)(c1ccccc1)c1ccccc1 | -2% | -2% | 23%
COc1ccc(-c2[nH]ncc2CN(C)C(C)c2cccs2)c(F)c1 (stereo not given) | ? | 16µM* | -5%
CC(c1ccon1)N(C)Cc1cn[nH]c1-c1ccc(F)cc1F (stereo not given) | -24% | 0% | -8%
CCCOc1ncnc2c1sc1nc3c(cc12)COC(C)(C)C3 | ? | ? | -5%
Cc1cccc(NC(=O)NC(C)C(c2cccs2)N2CCOCC2)c1 (stereo not given) | -27% | -5% | -26%
COc1ccc(CN2C(=O)C(CC(=O)NC3CCCCC3)CC(C(=O)N(C(C)C)C(C)C)=C2C)cc1 (stereo not given) | 15µM* | ? | .
NS(=O)(=O)c1ccc(Nc2ccc3nonc3c2[N+](=O)[O-])cc1 | -3% | -2% | -5%
COc1cc(-c2cc(C(=O)Nc3cccc(C(C)=O)c3)c3ccccc3n2)cc(OC)c1OC | ? | 6.5µM* | -20%
CCc1ccc(C(=O)COC(=O)c2cc([N+](=O)[O-])ccc2N2CCOCC2)cc1 | 18µM* | ? | 2%
CC(C(=O)NC1CCCCC1)N1CCN(C)CC1 (stereo not given) | 25% | -5% | -9%
O=C(C(Cc1ccccc1)N1C(=O)C2C3C=CC(C3)C2C1=O)N1CCCCC1 (stereo not given) | -4% | -28% | 0%
COc1ccccc1NC(=O)CSc1ccc(-c2ccc(-n3ccnc3)cc2)nn1 | 13µM* | 21µM* | -3%
COc1ccc(NC(=O)CCCCCn2nnc3ccccc3c2=O)cc1OC | -29% | -20% | 2%
O=C1CCC/C(=N/NC(=O)C2CCN(S(=O)(=O)c3cccs3)CC2)C1 | -8% | -10% | 0%
CCN(CC(=O)Nc1ccc(NC(C)=O)cc1)C(=O)c1ccc(N(C)S(=O)(=O)c2ccc(C)cc2)cc1 | ? | 26µM* | .
CCCC(=O)N1CCN(c2nnc(-c3ccc(C)cc3)c3ccccc23)CC1 | ? | ? | -6%
Cc1ccc2cccc(NC(=O)C(C)Oc3ccc(C)c(C)c3)c2n1 (stereo not given) | -72% | 21µM* | -4%
CCc1ccc(C(=O)COC(=O)CNC(=O)c2ccc(Br)o2)cc1 | -8% | ? | -18%
COc1ccc(N2C(=O)CC(N(C)CCc3ccc(OC)c(OC)c3)C2=O)cc1 (stereo not given) | -5% | 0% | 1%
Cn1c(SCC(=O)NCCN2C(=O)CSC2=O)nc2ccccc2c1=O | -13% | -1% | -2%
Cc1ccc(CN(Cc2cc3cc4c(cc3[nH]c2=O)OCCO4)Cc2nnnn2Cc2ccco2)cc1 | ? | ? | ?

The results go on:
SMILES | DT40 TDP1 no CPT | DT40 TDP1 CPT | GCN5L2 inh
ClC1CCCCC1n1nnc2ccccc21 (stereo not given) | -14% | 12% | .
Cc1nn(-c2ccccc2)c(N)c1C(O)(CSc1nccn1C)C(F)(F)F (stereo not given) | -14% | -10% | -3%
COC(=O)c1ccc(-c2ccc(/C=N/N3C(=O)C4C5C=CC(CC5)C4C3=O)o2)cc1 (stereo not given) | -28% | 0% | -1%
CCN(CC(=O)Nc1c(F)cccc1F)C(=O)CCCc1c[nH]c2ccccc12 | 4% | ? | ?
O=C(Cc1ccccc1F)Nc1cccc2cccnc12 | -29% | -14% | -2%
COc1ccc(CCNC(=O)Cn2cnc3c(nnn3Cc3ccccc3F)c2=O)cc1OC | -4% | -9% | -15%
Cc1c(C#N)c(O)[nH]c(=O)c1N=Nc1ccc(S(N)(=O)=O)cc1 | 0% | -3% | -24%
COc1ccc(C(C)C)cc1S(=O)(=O)n1cnc(C)c1 | 23µM* | 16µM* | 1%
CC(=O)c1ccc(Nc2nc3ccccc3nc2NS(=O)(=O)c2cccs2)cc1 | 9.2µM* | 15µM* | -8%
COC(=O)[C@]1(Cc2ccccc2)N[C@H](CN(C)C(=O)C2CCCCC2)[C@@H]2C(=O)N(Cc3ccccc3)C(=O)[C@@H]21 | 16µM* | 21µM* | -4%
CCNC(=S)N(Cc1ccc2c(c1)OCO2)C1CC(=O)N(c2ccc(OC)cc2)C1=O (stereo not given) | -20% | 1% | -8%
O=C(N1CCOCC1)C1(c2ccccc2)CCCCC1 | -12% | -10% | 2%
CC(C)N=c1scc(-c2cccs2)n1/N=C/c1ccc(O)c(O)c1O | 13µM* | 13µM* | -8%
CCN(CC)S(=O)(=O)c1ccc(NC(=O)c2cc(-c3cccs3)nc3ccccc23)cc1 | ? | ? | 0%
CN1CCN(C(=O)CCc2ccc(S(=O)(=O)NC3CCCCC3)cc2)CC1 | -2% | -12% | -5%
Nc1nc(-c2ccc(Cl)cc2)nn1C(=O)c1cccs1 | -4% | ? | -9%
CC(C)COc1cccc(C(=O)Nc2ccc(N3CCOCC3)cc2N2CCOCC2)c1 | 13µM* | ? | 0%
CCn1cc(Br)c(C(=O)NCc2ccco2)n1 | 2% | 5% | .
O=C(CCCCCNC(=O)c1ccccc1)N/N=C/c1ccccc1O | -14% | -1% | -5%
COc1ccc(C(=O)OCC(=O)c2c(N)n(C)c(=O)n(C)c2=O)c(OC)c1OC | 7% | 1% | ?
Cc1ccc(S(=O)(=O)CCc2nnc(NC(=O)C3CCCCC3)s2)cc1 | 30% | 1% | 13%
COc1ccccc1-c1ccnc(-n2ncc(C(=O)NCc3cccnc3)c2C)n1 | -14% | 27%[9.04 µM] | .
COc1cnc(-c2ccccn2)nc1NC(C)C | 0.046µM* | 0.13µM* | -15%
Cc1cc(C)c(S(=O)(=O)Nc2nnc(C(C)C)s2)c(C)c1 | -18% | 0% | 3%
Cc1c(Cl)cccc1N/C(SCC(=O)N1CCCCCC1)=C(/C#N)c1nc2ccccc2s1 | 12µM* | 12µM* | -7%
CCOC(=O)c1ccc(NS(=O)(=O)c2ccc3c(c2)n(C)c(=O)n3C)cc1 | 18µM* | 21µM* | -23%&-5%
CCCN(CCC)CCNC(=O)c1sc2nc3n(c(=O)c2c1C)CCCCC3 | -25% | ? | -4%
CCOC(=O)CNC(=O)c1ccc(-c2nn(C)c(=O)c3ccccc23)cc1 | -4% | -13% | 1%
Cc1nc(C)c(CCNC(=O)c2ccccc2)s1 | -26% | -4% | 11%
N#Cc1ccc(NN=Nc2ccccc2C#N)cc1 | ? | -20% | .

Limited to GCN5L2 inh and DT40 TDP1 CPT, for three of the compounds above:
SMILES | GCN5L2 inh | DT40 TDP1 CPT
COC(=O)c1ccc(-c2ccc(/C=N/N3C(=O)C4C5C=CC(CC5)C4C3=O)o2)cc1 (stereo not given) | -1% | 0%
CCN(CC(=O)Nc1c(F)cccc1F)C(=O)CCCc1c[nH]c2ccccc12 | ? | ?
O=C(Cc1ccccc1F)Nc1cccc2cccnc12 | -2% | -14%

(continued)
SMILES | DT40 TDP1 no CPT | DT40 TDP1 CPT | GCN5L2 inh
O=C(Nc1ccc2oc(=O)ccc2c1)c1ccco1 | -14% | 2% | -10%
O=C(Nc1ccc(Cl)cc1)c1cccc(S(=O)(=O)Nc2ccccn2)c1 | -21% | -28% | -3%
Cc1ccc(C(c2nnnn2C2CCCC2)N2c3ccccc3CC2C)cc1 (stereo not given) | 18µM* | ? | -5%
O=C(CN1CCN(c2ccccc2F)CC1)NCc1ccc(Cl)cc1 | -27% | -28% | -3%
N#CCCSCc1ccc(OCC(=O)O)cc1 | -12% | -14% | 1%
COc1ccccc1C(=O)NC(CCSC)C(=O)NCC(c1ccccc1OC)N1CCCC1 (stereo not given) | -13% | ? | 1%
COc1ccc(NC(=O)C2Cc3c(-c4ccc5c(c4)OCO5)ccnc3O2)cn1 (stereo not given) | 4.6µM* | 4.1µM* | .
COc1ccc([C@H]2C[C@H](n3cc(-c4ccc(F)cc4)nn3)[C@@H](O)CN2CC2CCCCC2)cc1 | ? | ? | .
COC(=O)c1cc2occc2n1CC(=O)Nc1ccc(C(C)C)cc1 | -28% | ? | -6%
CCCC1(c2ccccc2)NC(=O)N(CC(=O)Nc2ccc(N3CCOCC3)cc2)C1=O (stereo not given) | 5% | 2% | -5%
Cc1ccc(C)c(NC(=O)CCC(=O)NNS(=O)(=O)c2ccc(Cl)cc2)c1 | 22% | 3% | 2%
CC(=O)c1ccc(N2C(=O)Nc3ccccc3S2(=O)=O)cc1 | ? | -29% | 12%
COCCSc1nnc(NC(=O)c2cc(C(=O)OC)cc([N+](=O)[O-])c2)s1 | -8% | 2% | 0%
CC(=O)Nc1ccc(-c2cc3ccccc3o2)cc1 | -15% | 35%[activator] | -2%
COc1ccc(/C=C/C(=O)NC(=S)N2CCCC(C(N)=O)C2)cc1 (stereo not given) | ? | 15% | -17%
CCC1CN(CCC(=O)NC2CCOC(C)(C)C2)Cc2cc(OC)ccc2O1 (stereo not given) | -5% | 4%[9.04 µM] | .
COc1ccc(NC(=O)c2ccc(CNc3c(N4CCCC4)c(=O)c3=O)cc2)cc1Cl | -10% | -17% | -17%
CCCC(=O)C1=C(O)C(C(=O)OC)C(C)(C)CC1=Nc1ccc(OC)cc1 (stereo not given) | 21µM* | ? | -4%
COCCNC(=O)C(c1ccc(C)cc1)N(C(=O)CCC(=O)Nc1ccccn1)c1cccc(C)c1 (stereo not given) | ? | -11% | -2%
CCCOc1ccc(/C=C2\SC(=S)N(CC3CCCO3)C2=O)cc1 (stereo not given) | -47% | -11% | -8%
N#Cc1ccc(-c2nc3cc(Cl)ccc3c(=O)n2O)cc1 | ? | ? | -1%
O=C(COC(=O)/C=C/c1ccc([N+](=O)[O-])cc1)NC(=O)NC1CCCCC1 | ? | ? | -4%
C/C(=N\NC(=O)CN1CCN(Cc2ccccc2)CC1)c1cccs1 | 3% | -9% | 0%
O=C(COC(=O)C12CC3CC(CC(C3)C1)C2)Nc1ccccc1F | -28% | -22% | -9%
COc1ccc(C)cc1NC(=O)CN(c1ccc(F)cc1)S(C)(=O)=O | -2% | 0% | -2%
COc1cccc(OC)c1C(=O)Nc1c(C(=O)N2CCN(C)CC2)oc2ccccc12 | 3% | 1% | -5%
COc1ccc(CN2CCNC(=O)C2CC(=O)NC2CCOCC2)c(F)c1 (stereo not given) | -2% | -7% | 2%
Cc1ccc(NS(=O)(=O)c2ccc(C(=O)NCCCN3CCCC3=O)cc2)cc1C | 23µM* | 13µM* | -7%

Among those listed so far, four contain a nitro group on carbon.
SMILES | DT40 TDP1 no CPT | DT40 TDP1 CPT | GCN5L2 inh
NS(=O)(=O)c1ccc(Nc2ccc3nonc3c2[N+](=O)[O-])cc1 | -3% | -2% | -5%
CCc1ccc(C(=O)COC(=O)c2cc([N+](=O)[O-])ccc2N2CCOCC2)cc1 | 18µM* | ? | 2%
COCCSc1nnc(NC(=O)c2cc(C(=O)OC)cc([N+](=O)[O-])c2)s1 | -8% | 2% | 0%
O=C(COC(=O)/C=C/c1ccc([N+](=O)[O-])cc1)NC(=O)NC1CCCCC1 | ? | ? | -4%

Laid out differently: three of the compounds above.
Second line of a record: DT40 TDP1 no CPT	DT40 TDP1 CPT	GCN5L2 inh
CCCC1(c2ccccc2)NC(=O)N(CC(=O)Nc2ccc(N3CCOCC3)cc2)C1=O (stereo not given)
 : 5%	2%	-5%
Cc1ccc(C)c(NC(=O)CCC(=O)NNS(=O)(=O)c2ccc(Cl)cc2)c1
 : 22%	3%	2%
CC(=O)c1ccc(N2C(=O)Nc3ccccc3S2(=O)=O)cc1
 : ?	-29%	12%

Screening results deposited in PubChem BioAssay by National Center for Advancing Translational Sciences (NCATS).
